# NALP3 yeast inh – NALP3 inhibition in yeast. inhibition, % at 10 µM. 0.39% of 330,000 active. Yeast reconstituted NLRP3/ASC/caspase-1, beta-gal luminescence, 24 h;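 active means inhibition of 50% or more; inactive means inhibition below 50%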;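 further: plate controls were induced DMSO wells for no effect and uninduced yeast grown without galactose for full effect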
# tim10-1 inh – tim10-1 yeast growth inhibition. S. cerevisiae tim10-1 ts strain growth, BacTiter-Glo, 24 h. inhibition, % at 20 µM. 2.2% of 330,000 active. AID 463190;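 active means inhibition of at least 40%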;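 further: mutant grown at 25 °C; 0% = DMSO wells with yeast and 100% = wells holding no yeast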
# UPR XBP1 act – adaptive UPR (XBP1) activation; activation, % at 20 µM; 0.33% of 330,000 active; CHO-XBP1 luciferase reporter, IRE1-XBP1 UPR activation, luminescence; percent of tunicamycin response, DMSO as zero; AID 463104;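 active means versus positive control, 20 µM dose yields 30% or more activation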;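 further: 100% = tunicamycin at 10 µg/mL and 0% = DMSO only wells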
#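 Material: CHO cell line with stable XBP1 luciferase reporter; schedule: 16-18 h cell attachment at 37 °C, then 6 h compound exposure; signal: glow luminescence from Steady-Glo reagent; medium: serum-containing F12 medium, 10% FBS; benchmarks: tunicamycin 10 µg/mL and vehicle-only wells; read-out: percent activation relative to tunicamycin reference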
# tim23-1 inh – tim23-1 yeast growth inhibition; S. cerevisiae tim23-1 growth, BacTiter-Glo luminescence, 24 h; inhibition, % at 20 µM; 1.3% of 330,000 active; AID 463212;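 active means growth inhibition of the mutant yeast at or above 50%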;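 further: temperature-sensitive mutant grown at 25 °C; plate controls were DMSO-treated mutant yeast for no effect and medium wells lacking yeast for full effect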
# UPR CHOP act – activators of apoptotic arm of unfolded protein response (CHOP); CHO-CHOP luciferase reporter, UPR activation, luminescence; percent of tunicamycin response over DMSO baseline; activation, % at 10 µM; 0.34% of 330,000 active;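 active means at 10 µM dose, activation of 40% or more, normalized to positive control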;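 further: 100% = tunicamycin at 10 µg/mL and 0% = DMSO alone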
#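 measured by = luciferase luminescence | assay system = CHO-CHOP cells, stable luciferase reporter of PERK-eIF2a-CHOP signalling | amount = 500 reporter cells seeded per well | timing = 6 h compound exposure at 37 °C after overnight seeding | controls = positive tunicamycin 10 µg/mL, negative DMSO alone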
# TIM10 inh – growth inhibitors of TIM10 yeast strain; S. cerevisiae TIM10 strain growth, BacTiter-Glo luminescence, 24 h; inhibition, % at 10 µM; 1.4% of 330,000 active; AID 463195;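 active means inhibition of 40% or more at the single tested concentration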;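 further: wild-type TIM10 isogenic control strain grown at permissive 25 °C; 0% = DMSO yeast wells and 100% = minimal medium wells without yeast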
# APJ ag – activates the human apelin receptor APJ. CHO-K1 APJ PathHunter beta-arrestin, luminescence; 0% DMSO wells, 100% apelin. activation, % at 20 µM. 0.11% of 330,000 active. AID 2520;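 active means activation more than six SD over the plate average, tested at 20 µM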;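 further: 0% = DMSO alone and 100% = apelin-13 at 10 nM; some results filed as inactive read as strong as hits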
# Target sequence (P35414 whole entry, looked up): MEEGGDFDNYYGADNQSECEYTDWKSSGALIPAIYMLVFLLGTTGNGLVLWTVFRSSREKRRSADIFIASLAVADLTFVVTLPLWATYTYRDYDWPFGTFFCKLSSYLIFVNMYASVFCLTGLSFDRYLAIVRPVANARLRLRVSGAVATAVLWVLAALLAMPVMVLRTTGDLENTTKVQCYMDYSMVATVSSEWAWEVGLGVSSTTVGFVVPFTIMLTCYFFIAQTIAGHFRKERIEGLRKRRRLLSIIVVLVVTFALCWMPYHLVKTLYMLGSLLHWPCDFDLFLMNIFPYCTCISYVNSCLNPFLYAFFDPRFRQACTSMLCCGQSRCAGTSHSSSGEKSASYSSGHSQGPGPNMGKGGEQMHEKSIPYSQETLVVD
#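 Test system: CHO-K1 APJ beta-arrestin complementation cell line. Amount: cell density 1000 per well. Controls: DMSO negative, 10 nM Apelin-13 positive. Signal: luminescent beta-gal fragment complementation, chemiluminescent substrate. Read-out basis: agonist-driven arrestin binding to APJ. Timing: compound stimulation 90 min at 25 °C, detection 60 min.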
# GRIN3A LBD mod – NR3A (human) ligand-binding domain modulation; NR3A LBD differential scanning fluorimetry, Tm shift; 0% = protein alone, 100% = glycine-bound protein; Tm shift relative to glycine control, % at 25 µM; 2.5% of 340,000 active; AID 1259313;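 active means melting temperature shift of at least 10% of the positive control shift, at one fixed dose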
# Mdm2-MdmX inh – disrupts the human Mdm2-MdmX interaction. SaOS-2 split-luciferase Mdm2/MdmX complementation, luminescence. AID 485346. inhibition, % at 8 µM. O15151+Q00987. 3% of 330,000 active;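 active means inhibition of at least 50% at 8 µM in the primary screen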
# * marks the source's active call; other numbers are inactive results. Random draw from the library. Share with any hit: about 8.2%.
nr	canonical_smiles	NALP3 yeast inh	tim10-1 inh	UPR XBP1 act	tim23-1 inh	UPR CHOP act	TIM10 inh	APJ ag	GRIN3A LBD mod	Mdm2-MdmX inh
1	COc1ccc(Cl)cc1NC(=O)NCCN1CCNC1=O	14	-3	-2	-8	-1.0	10	3	-1	-4
2	CC(=O)C1C(c2ccc(Br)cc2)c2c(noc2C)CC1(C)O (stereo not drawn)	9	-8	-2	-4	0.1	3	0	-1	17
3	O=c1[nH]cc(NCCNc2ncc(C(F)(F)F)cc2Cl)c(=O)[nH]1	-1	4	0	-3	-1.8	10	-5	0	7
4	Cc1c(Cl)ccc2sc(NC(=O)c3ccco3)nc12	3	-4	6	8	4.7	13	-1	-2	-143
5	CCOC(=O)C(Sc1nnc2c3ccccc3n(CC)c2n1)C(=O)OCC	10	32	4	27	-1.1	32	-3	1	1
6	CCOc1ccc(/C=C2\C(=O)c3ccccc3OC2c2ccccc2)cc1 (stereo not drawn)	22	24	1	19	-0.1	20	-7	1	34
7	CCOC(=O)N1CCN(C(=O)c2ccc3c(=O)n(CCc4ccccc4)c(=S)[nH]c3c2)CC1	-8	2	0	-21	-0.2	-22	-5	-2	37
8	COc1ccc(/C=N/N(C)C2=NS(=O)(=O)c3ccccc32)cc1OC	6	-14	5	1	0.9	-20	-2	0	21
9	COc1ccc(-n2c(C)cc(C=O)c2C)cc1Cl	10	1	-3	3	0.7	13	0	2	0
10	COCc1[nH][nH]c(=O)c1C=Nc1ccc(Cl)cc1	13	9	3	4	-0.4	4	-2	-1	4
11	CCC1Sc2ccccc2N(CC(=O)NC2CCCCC2)C1=O (stereo not drawn)	-2	29	0	20	0.8	6	-2	-1	3
12	Cc1ccc2nc(-c3sc4nc(C)cc(C)c4c3N)[nH]c2c1	2	18	-3	36	-0.7	19	-2	15*	-51
13	CC(C)OP(=O)(c1ccc(N(C)C)cc1)C(O)c1ccccc1 (stereo not drawn)	-12	14	-2	3	0.1	-8	-3	1	16
14	COc1ccc(NC(=S)N2CCc3cc(OC)c(OC)cc3C2)cc1	10	0	-6	11	-1.4	-15	2	0	-20
15	COc1ccc(OC)c(Nc2nc(N)nc(-c3cc4ccccc4o3)n2)c1	17	3	0	3	-4.4	-3	4	6	7
16	Cn1c(SCC(=O)N2CCc3ccccc32)nc2cccnc21	20	2	0	22	-3.4	3	-1	2	17
17	COc1cc(C(=O)Nc2nc3ccccc3s2)ccc1OCc1c(C)noc1C	24	4	4	6	1.0	2	2	-1	40
18	COc1ccccc1NC(=O)NC1(C(=O)N2CCC(O)CC2)CCCCC1	-21	4	1	6	-0.2	5	-3	2	-4
19	CC(=O)N(CC(=O)O)c1ccccc1	-9	8	-2	6	0.6	0	-2	2	14
20	COc1ccc(-n2ncc3c(N4CCC(C)CC4)ncnc32)cc1	14	29	-3	27	1.6	8	-1	0	25

# Arranged by molar mass (descending): some entries from above.
nr	canonical_smiles	NALP3 yeast inh	tim10-1 inh	UPR XBP1 act	tim23-1 inh	UPR CHOP act	TIM10 inh	APJ ag	GRIN3A LBD mod	Mdm2-MdmX inh
7	CCOC(=O)N1CCN(C(=O)c2ccc3c(=O)n(CCc4ccccc4)c(=S)[nH]c3c2)CC1	-8	2	0	-21	-0.2	-22	-5	-2	37
15	COc1ccc(OC)c(Nc2nc(N)nc(-c3cc4ccccc4o3)n2)c1	17	3	0	3	-4.4	-3	4	6	7
13	CC(C)OP(=O)(c1ccc(N(C)C)cc1)C(O)c1ccccc1 (stereo not drawn)	-12	14	-2	3	0.1	-8	-3	1	16

# Next entries.
nr	canonical_smiles	NALP3 yeast inh	tim10-1 inh	UPR XBP1 act	tim23-1 inh	UPR CHOP act	TIM10 inh	APJ ag	GRIN3A LBD mod	Mdm2-MdmX inh
21	COc1ccccc1-c1nc(C#N)c(N2CC(C)CC(C)C2)o1 (stereo not drawn)	-2	12	2	24	0.4	5	-2	-1	9
22	O=C(CCN1C(=O)S/C(=C\c2cccs2)C1=O)Nc1nccs1	-7	-4	-1	-25	-1.0	-41	-4	1	9
23	COc1ccc(S(=O)(=O)N2CCCCC2)cc1N(C)S(=O)(=O)c1ccccc1	0	14	-5	24	0.6	10	-4	-1	15
24	COc1ccc(N2CCN(C(=O)CCNS(=O)(=O)c3ccc(C)cc3)CC2)cc1	12	14	-4	21	-1.0	9	-3	-2	10
25	NS(=O)(=O)c1ccc(CNC(=O)c2ccc(Br)o2)cc1	5	9	1	12	-1.2	1	1	1	9
26	COc1cc(-c2nnc(COC(=O)CSc3cc(C)c4ccccc4n3)o2)cc(OC)c1OC	5	40*	-1	18	-1.1	6	-2	-3	1
27	O=C(Nc1cccc(NC(=O)c2cccc([N+](=O)[O-])c2)n1)c1cccc([N+](=O)[O-])c1	6	-16	-2	-25	1.4	-42	6	7	22
28	Cc1ccc(S(=O)(=O)N2CCN(C(=O)CSc3nnc(-c4ccco4)o3)CC2)cc1	4	30	1	15	-1.0	20	-10	-1	21
29	O=C(CSc1ncccn1)N/N=C/c1cccs1	-1	-16	-4	-2	0.5	2	3	1	-11
30	CC1=C(CCN2CCN(C3CCCC3)C(CCO)C2)C(C)(C)CCC1 (stereo not drawn)	13	-2	1	12	1.3	10	-2	-1	16
31	Cc1ccc(N=Nc2c(=O)[nH]n3c(C)cc(C)nc23)cc1	33	-11	2	-8	-4.9	-29	-3	0	-9
32	c1ccc2[nH]c(-c3cnco3)cc2c1	21	-14	-1	7	3.0	0	-1	11*	10
33	COc1ccc(Cl)cc1NC(=O)CN(C)C(=O)c1ccc(COc2ccccc2)cc1	-4	-1	-3	11	0.8	-4	-4	-1	11
34	CCOC(=O)c1cc(-c2ccc(C)cc2)nc2nc(SC)[nH]c(=O)c12	7	12	2	6	2.9	14	-3	6	24
35	C=CCn1c(=O)c(C(=O)NCCNCC)c(O)c2ccccc21	32	-9	-3	1	-0.8	11	-6	-1	18
36	Cc1ccc(S(=O)(=O)Nc2cc(=O)[nH]c(SCC(=O)Nc3cccc(C(F)(F)F)c3)n2)cc1	18	-13	-3	3	5.9	8	-1	-4	-18
37	O=C(c1cc2cc(Cl)ccc2[nH]1)N1CCN(Cc2ccc3c(c2)OCO3)CC1	-5	49*	-7	37	0.5	25	8	-5	26
38	CCSc1nnc(NC(=O)CSc2nc3c(c(=O)n2-c2ccccc2)SCC3)s1	10	23	-2	11	-1.1	14	-3	-1	15
39	CCOC(=O)C1=C(C)N(C)C(=O)NC1c1ccc2c(c1)OCO2 (stereo not drawn)	4	2	-4	-3	0.5	-4	-3	1	6
40	COc1cc(O)c2c(=O)c3c(O)ccc(O)c3oc2c1	-19	-14	1	10	0.8	7	6	-3	7
41	Cc1cccc(NC(=O)Cn2cnc(S(=O)(=O)N3CCCC3)c2)c1C	13	2	0	1	0.4	-1	-3	4	-12
42	COC(=O)c1ccc(CSC(=N)N)o1	17	1	0	-11	0.4	9	-4	-1	-13
43	Cc1noc(C)c1-c1ccc2nc[nH]c(=O)c2c1	2	-13	3	-7	-0.5	2	-4	1	28
44	CN(CC(=O)Nc1cccc(F)c1)C(=O)c1sc2ccccc2c1Cl	24	-9	1	29	0.0	-2	-5	-9	-26
45	COc1ccc(OCC#CCn2ccnc2)cc1	4	10	1	-16	-1.0	-6	-1	0	25
46	CC(C)n1cnc2c(NCc3ccccc3)cc(Cc3ccc(F)cc3)cc21	24	24	1	28	4.4	2	-4	3	0
47	COc1cccc(OCCNC(=O)c2cc(OC)c(OC)c(OC)c2)c1	15	2	-4	22	2.0	10	-3	3	17
48	Cc1c(N/C(=N/S(=O)(=O)c2ccccc2)c2ccc(Cl)cc2)c(=O)n(-c2ccccc2)n1C	27	-2	1	12	5.1	8	0	-1	-4
49	O=C(N/N=C/c1sc(N2CCOCC2)nc1-c1ccccc1)c1ccccc1F	24	8	-2	12	1.1	6	-2	0	18
50	COc1cc(NC(=O)C2CCCN(c3ncnc4c3nc3n4CCCCC3)C2)cc(OC)c1OC (stereo not drawn)	0	2	-2	6	-1.3	5	-6	-1	14
51	O=C(CSc1nnnn1C1CCCC1)Nc1ccc2c(c1)OCO2	17	-2	1	9	0.2	7	-6	-20	6
52	O=c1cc(N2CCCC2)c(-c2ccccc2)n[nH]1	2	-8	-2	0	-1.7	-11	0	2	7
53	Cc1ccc(N2C(=O)C3ON(c4ccccc4)C(CC(C)C)C3C2=O)cc1 (stereo not drawn)	0	5	-2	-2	0.0	7	2	-1	14
54	CCOC(=O)C1CCN(C(=O)COc2ccc(S(=O)(=O)NC(C)(C)C)cc2)CC1	0	19	0	17	2.7	-5	5	3	5
55	NC(=O)C1CCN(C(=O)CN2CCN(c3cccc(C(F)(F)F)c3)CC2)CC1	0	4	0	16	1.0	-7	9	-10	28
56	OCCN1CCN(CCCc2c3c(cc4c2CCC4)CCC3)CC1	4	-9	-1	0	1.7	-16	-3	-2	11
57	COC(=O)c1ccc(C(=O)OC)c(NC(=O)Nc2ccc3c(c2)OCO3)c1	13	22	0	23	3.4	7	-2	0	-9
58	O=C(NCc1ccccc1)C1Cc2ccccc2CN1C(=O)c1ccco1 (stereo not drawn)	-11	20	-3	-6	0.3	-29	0	0	17
59	COc1ccc(C)cc1NC(=S)N1CCN(c2ccccn2)CC1	8	10	0	9	3.4	11	2	3	-21
60	COc1cccc(C(=O)CSc2nnc(-c3cc(OC)c(OC)c(OC)c3)o2)c1	15	21	-1	26	-1.8	13	2	3	15

# Entries listed so far containing an aryl thioether with sulfur outside any ring:
nr	canonical_smiles	NALP3 yeast inh	tim10-1 inh	UPR XBP1 act	tim23-1 inh	UPR CHOP act	TIM10 inh	APJ ag	GRIN3A LBD mod	Mdm2-MdmX inh
5	CCOC(=O)C(Sc1nnc2c3ccccc3n(CC)c2n1)C(=O)OCC	10	32	4	27	-1.1	32	-3	1	1
16	Cn1c(SCC(=O)N2CCc3ccccc32)nc2cccnc21	20	2	0	22	-3.4	3	-1	2	17
26	COc1cc(-c2nnc(COC(=O)CSc3cc(C)c4ccccc4n3)o2)cc(OC)c1OC	5	40*	-1	18	-1.1	6	-2	-3	1
28	Cc1ccc(S(=O)(=O)N2CCN(C(=O)CSc3nnc(-c4ccco4)o3)CC2)cc1	4	30	1	15	-1.0	20	-10	-1	21
29	O=C(CSc1ncccn1)N/N=C/c1cccs1	-1	-16	-4	-2	0.5	2	3	1	-11
34	CCOC(=O)c1cc(-c2ccc(C)cc2)nc2nc(SC)[nH]c(=O)c12	7	12	2	6	2.9	14	-3	6	24
36	Cc1ccc(S(=O)(=O)Nc2cc(=O)[nH]c(SCC(=O)Nc3cccc(C(F)(F)F)c3)n2)cc1	18	-13	-3	3	5.9	8	-1	-4	-18
38	CCSc1nnc(NC(=O)CSc2nc3c(c(=O)n2-c2ccccc2)SCC3)s1	10	23	-2	11	-1.1	14	-3	-1	15
51	O=C(CSc1nnnn1C1CCCC1)Nc1ccc2c(c1)OCO2	17	-2	1	9	0.2	7	-6	-20	6
60	COc1cccc(C(=O)CSc2nnc(-c3cc(OC)c(OC)c(OC)c3)o2)c1	15	21	-1	26	-1.8	13	2	3	15
